Source: PubChem
TCR act – activators of T cell receptors; Potency, µM (top dose mostly 9.22 µM), for the others: top-dose activation of IL-2 secretion, actives largely listed as activators; primary human leukocytes, anti-CD3, IL-2 HTRF, 48 h; AID 504894; 330,000 tested, under 10 active; further: % of control where 0% means no effect
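Compounds are tested in HTS on primary human leukocytes co-incubated with a-CD3 beads for 48 hr. IL-2 output is measured by time-resolved FRET.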
Eya2 phos inh – Eya2 (human) phosphatase inhibition; recombinant Eya2, OMFP fluorescence dephosphorylation (OMFP is methylfluorescein phosphate); Potency, µM (doses to about 76.9 µM), inactives show at the top dose activity, negative = inhibition, actives largely listed as inhibitors; AID 488837; O00167; 0.006% of 330,000 active; further: potency means the concentration at half of the fitted maximal effect; on the % scale 0 is the no-effect control and ±100 the full control effect
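Eya2 (0.2 uM) preincubated 10 min at ambient with compound, then OMFP substrate added at 50 uM; 10 min reaction in 50 mM HEPES pH 7.5, 50 mM NaCl, 5 uM MgCl2, 0.05% BSA, 1 mM DTT. Fluorescence read at Ex 485/Em 525 nm.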
TSHR antag – blocks TSH signaling through the human TSH receptor; P16473; TSHR-expressing cells, TSH-stimulated cAMP HTRF, 2 h; stronger effect = lower value; activity change, negative = inhibition, % at 11.5 µM; 0.2% of 330,000 active; AID 504810;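 active means activity change below a set negative limit, meaning inhibition stronger than a set level, cut at about -70% in these data; inconclusive means activity change between two set negative limits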; further: on the % scale 0 is the no-effect control and ±100 the full control effect
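Inhibition of cAMP made by TSHR-expressing cells under TSH stimulation (4nM final, EC80; 2 h, 37 deg C) is quantified with a one-step lysis HTRF kit, anti-cAMP cryptate versus cAMP-d2.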
ELG1 DNA repair – blocks ELG1-dependent DNA repair in HEK293T cells; HEK293T ELG1-luciferase reporter, luminescence, 16 h; DNA damage induced by 5-fluorouridine; Potency, µM (series often up to 46.1 µM), without a hit: at the top dose activity change, negative = inhibition, most hits filed as inhibitors; 2.3% of 330,000 active; further: potency means the concentration at half of the fitted maximal effect; on the % scale 0 is the no-effect control and ±100 the full control effect; nearly all actives have a fitted effect of over 55% in size
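Quantitative HTS, concentration-response format. 2,000 cells/well co-treated with 5-fluorouridine and compound, 16 hr in 5% CO2 at 37 °C; ONE-Glo luminescence read after 30 min.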
AT treatment – potential ataxia-telangiectasia treatment | 0.19% of 320,000 active | Potency, µM (titrated, usually from 57.5 µM), for the others: at the top dose activation, hits mostly activators | […] A-T fibroblasts, KAP-1 phosphorylation AlphaLISA; neocarzinostatin DNA damage 30 min before lysis; further: potency means the concentration at half of the fitted maximal effect; % of control where 0% means no effect; nearly all actives have a fitted effect of over 45% in size
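ATM-like activity read as KAP-1 phosphorylation via AlphaLISA donor/acceptor antibody pairs after lysis and 6 hr at 25C. Cells were ATM-null patient fibroblasts ([…], hTERT), dosed 60 min, then exposed to the DSB inducer NCS for 30 min.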
KCNH2 WT inh – KCNH2 (human, wildtype) channel inhibition; U2OS, BacMam KCNH2, thallium flux FluxOr; stronger effect = lower value; activity change, % at 1.84 µM; 0.37% of 340,000 active; AID 720551;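 active means maximum activity change below -70%; inconclusive means maximum activity change between -70% and -50%; inactive means maximum activity change above -50%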; further: on the % scale 0 is the no-effect control and ±100 the full control effect
Target sequence (Q12809 whole entry, looked up): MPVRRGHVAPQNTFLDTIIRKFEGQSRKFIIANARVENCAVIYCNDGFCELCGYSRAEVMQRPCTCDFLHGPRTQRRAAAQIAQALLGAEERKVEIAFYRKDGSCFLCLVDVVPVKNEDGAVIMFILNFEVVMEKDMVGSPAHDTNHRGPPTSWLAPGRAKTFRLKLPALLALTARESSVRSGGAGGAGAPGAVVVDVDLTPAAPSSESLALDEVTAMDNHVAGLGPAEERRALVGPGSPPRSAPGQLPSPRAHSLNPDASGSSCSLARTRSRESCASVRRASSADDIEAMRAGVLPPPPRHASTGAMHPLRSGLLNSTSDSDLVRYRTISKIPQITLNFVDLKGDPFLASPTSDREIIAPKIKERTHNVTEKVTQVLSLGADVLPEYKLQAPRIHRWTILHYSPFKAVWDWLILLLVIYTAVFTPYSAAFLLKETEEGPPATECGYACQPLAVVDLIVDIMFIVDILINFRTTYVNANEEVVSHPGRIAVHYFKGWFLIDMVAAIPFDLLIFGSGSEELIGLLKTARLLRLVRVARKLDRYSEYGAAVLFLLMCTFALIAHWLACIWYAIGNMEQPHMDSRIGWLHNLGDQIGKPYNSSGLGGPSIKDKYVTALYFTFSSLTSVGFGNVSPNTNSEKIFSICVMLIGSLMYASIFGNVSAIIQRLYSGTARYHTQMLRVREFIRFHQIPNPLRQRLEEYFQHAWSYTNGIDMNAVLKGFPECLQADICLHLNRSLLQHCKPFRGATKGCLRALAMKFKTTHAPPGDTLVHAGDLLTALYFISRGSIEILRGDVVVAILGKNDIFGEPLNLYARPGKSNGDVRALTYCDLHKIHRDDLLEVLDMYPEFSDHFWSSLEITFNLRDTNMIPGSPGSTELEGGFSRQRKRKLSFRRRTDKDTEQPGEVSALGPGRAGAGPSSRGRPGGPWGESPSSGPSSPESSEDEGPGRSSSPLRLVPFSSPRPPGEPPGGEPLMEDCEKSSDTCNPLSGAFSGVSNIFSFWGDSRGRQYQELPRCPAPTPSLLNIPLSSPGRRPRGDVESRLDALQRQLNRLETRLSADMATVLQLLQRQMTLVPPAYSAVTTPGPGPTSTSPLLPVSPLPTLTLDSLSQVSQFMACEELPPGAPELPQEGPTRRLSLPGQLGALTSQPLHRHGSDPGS
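U2OS cells transduced with wild-type KCNH2 virus are loaded with FluxOr dye for 45 min, and thallium flux is measured in kinetic reads before and after stimulation buffer. Rate constants are normalized to DMSO controls.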
Mito fusion act – inhibitors of mitochondrial division or activators of mitochondrial fusion; 0.23% of 320,000 active; AID 485298; Potency, µM (titrated, usually from 46.1 µM), inactives show at the top dose growth rescue (activation), usual class: activators; S. cerevisiae fusion-defective mutant growth rescue, CellTiterGlo 48 h;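 further: potency means the concentration at half of the fitted maximal effect; % of control where 0% means no effect; nearly all actives have a fitted effect of over 45% in size; temperature-sensitive fusion mutants such as fzo1-1 at 37 °C on non-fermentable ethanol glycerol medium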
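Read-out: ATP-based luminescence (CellTiterGlo, 10 min ambient) reporting growth of fusion-defective ts yeast after 48 hours at 37C on glycerol/ethanol YPEG medium in the presence of compound.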
TRPV1 ag – agonists of human vanilloid receptor 1 (TRPV1); Q8NER1; TRPV1-expressing cells, Fluo-8 calcium influx, agonist mode; activation, % at 8.33 µM; 0.19% of 320,000 active; in the data active means activation above about 80%; inconclusive means between about 30% and that limit; further: 0% is about no effect
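Fluo-8 calcium influx in TRPV1-expressing cells, kinetic read (ex 480/em 520 nm). Compound added and read 3 min for agonist activity, followed by capsaicin at EC20 final and 2 min further read for enhancement.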
KCNH2 3.1 block – inhibitors of human KCNH2 3.1 potassium channel isoform. U2OS KCNH2 3.1, thallium flux FluxOr; stronger effect = lower value. activity change, % (tested at about 1.8 µM). 0.95% of 340,000 active. AID 720553;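 active means maximum activity change below -70%; inconclusive means maximum activity change from -70% to -50%; inactive means maximum activity change above -50%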;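 further: thallium influx rate constant from kinetic fluorescence after stimulation buffer; on the % scale 0 is the no-effect control and ±100 the full control effect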
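Thallium flux via FluxOr fluorescence (Red40 quencher, 45 min loading) in U2OS cells virally expressing the KCNH2 3.1 isoform (1.77 x 10^8 /mL virus, overnight at 37 C). Rate constants from 2-min kinetic reads post-stimulation, normalised to positive and negative controls.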
USP2a block – USP2a (human) protease inhibition; O75604; USP2 core, Ub-CHOP2 coupled fluorogenic reporter, 485/531; Potency, µM (titrated, usually from 38.3 µM), inactives show at the top dose activity change, negative = inhibition, most hits filed as inhibitors; 0.01% of 330,000 active;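 further: potency means the concentration at half of the fitted maximal effect; plate controls were DMSO wells for no effect and full inhibition by NEM control for full effect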
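Deubiquitinase activity read as fluorescence (485/531 nm) after Ub-CHOP2 cleavage activates the enterokinase reporter on its substrate; USP2 core 10nM, Ub-CHOP2 and substrate 25nM each, 30min compound preincubation then 60min RT; data normalized to NEM, curves fitted.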
The depositor's hits bear a star; ? = inconclusive; nt = not tested or not shown; [ ] = dose if it differs, or a comment. Unless noted, the call rests on the fitted dose curve; in most records, active means well fitted curve in the direction sought with a large enough effect; inconclusive means small, poorly fitted or top-dose-only effect, or another doubt; inactive means no such curve, though single readings can be large; an effect the other way counts as inactive or inconclusive. Only part of the results is shown, so the mix of outcomes need not match the whole.

SMILES | TCR act | Eya2 phos inh | TSHR antag | ELG1 DNA repair | AT treatment | KCNH2 WT inh | Mito fusion act | TRPV1 ag | KCNH2 3.1 block | USP2a block
Cc1c(C(=O)NCc2ccco2)oc2c(F)cccc12 | 0% | 12% | 21 | 11% | -2% | 9 | 1% | 5 | -10 | 2%
Cc1ccc2oc(C(=O)N3CCC(O)(c4cccc(C(F)(F)F)c4)CC3)c(C)c2c1 | -1% | -21% | 10 | 8% | 5% | -1 | -7% | 13 | -6 | -11%
CCOC(=O)C1=CN(C)C=C(C(=O)OCC)C1c1ccsc1 | -5% | 8% | 8 | -10% | nt | 1 | 24% | 1 | -7 | 4%
Cc1cccc(C)c1NC(=O)CNC(=O)CN1C(=O)NC2(CCc3ccccc32)C1=O (centres undefined) | 2% | -20% | 16 | 7% | 3% | -6 | -1% | 2 | -12 | -1%
CCC(C)(C)n1nnnc1C(c1cc2ccc(C)cc2[nH]c1=O)N(Cc1cccnc1)Cc1ccco1 (centres undefined) | 12% | -33% | 2 | -24% | -3% | 0 | 1% | 0 | -19 | -4%
CCOC(=O)c1cccc(NC(=O)CSc2nnc(-c3ccncc3)n2CCCOC)c1 | -1% | -10% | 0 | -24% | -15% | 0 | 3% | -2 | 12 | -2%
Cc1ccc2nc(N3C(=O)CNC3=S)sc2c1 | -5% | 3% | -4 | ? | 2% | 4 | 14% | 1 | 5 | 1%
Cc1nc(N2CCOCC2)[nH]c(=O)c1CCC(C)C | -5% | 1% | 13 | 15% | -1% | -4 | -3% | 3 | -11 | 2%
COc1ccc(-c2nn(-c3ccccc3)cc2C(=O)NC2CC2)cc1 | 15% | 6% | -5 | -10% | 10% | 1 | 8% | 21 | 16 | 3%
CSc1nsc(NC(=O)CCNC(=O)c2ccc([N+](=O)[O-])cc2)n1 | -9% | 0% | -7 | ? | -3% | 19 | 8% | 7 | 0 | -1%
O=C(COC(=O)c1ccc2c(c1)OCO2)Nc1ccccc1OC(F)F | 10% | 2% | nt | -12% | 5% | 4 | nt | nt | -6 | 7%
CNc1oc(Cc2ccccc2)nc1S(=O)(=O)c1ccccc1 | -21% | -10% | 6 | 10% | 1% | -6 | -2% | -2 | 16 | 2%
CCOc1ccc(NC(=O)N2CCN(c3nc4ccccc4s3)CC2)cc1 | -6% | -2% | 15 | -15% | -2% | 15 | -3% | ? | -12 | 2%
CCCCCCNc1c([N+](=O)[O-])c(=O)sc2ccccc12 | 12% | -12% | -5 | ? | -4% | -1 | 4% | ? | 4 | -7%
CN(C)CC(C)(C)CNS(=O)(=O)c1cccc2nsnc12 | nt | -6% | 3 | -8% | 7% | -2 | -4% | -4 | 7 | 2%
c1ccc(C2Oc3ccccc3C3CC(c4cccs4)=NN32)cc1 (centres undefined) | -4%[46.1 µM] | 10% | 22 | ? | -5% | -24 | 11% | 15 | -19 | 0%
O=C(N/N=C/c1ccccc1C(=O)O)c1cccc(S(=O)(=O)Nc2cc(Cl)ccc2Cl)c1 | -3% | 11% | -4 | -1% | -27% | 2 | 4% | -2 | 8 | 1%
O=C(Cn1ccc(C(F)(F)F)n1)N/N=C/c1ccc2c(c1)OCO2 | -1%[46.1 µM] | -14% | 8 | ? | -2% | 2 | -2% | 3 | 10 | -1%
COc1ccc(NC(=O)COC(=O)Cn2cnc3ccccc3c2=O)c(OC)c1 | -1% | -7% | 1 | -4% | -5% | -16 | -3% | -1 | 7 | 3%
O=C(N/N=C/C=C/c1cccc([N+](=O)[O-])c1)c1ccncc1 | 9% | 3% | -1 | 1% | 0% | -2 | -5% | 13 | 2 | -1%
Cc1nc(SCC(=O)Nc2cc(C)on2)c2c(C)c(C)sc2n1 | 0% | 10% | 21 | 3% | 7% | 1 | 1% | 2 | -5 | 2%
Cc1ccc(C(=O)Nc2nc(=O)n(C(=O)CC(C)C)s2)cc1 | 10% | 10% | -15 | 1% | -2% | -3 | 17% | -4 | 6 | -2%
O=C(Cn1cc(SCc2ccccc2Cl)c2ccccc21)N1CCOCC1 | 1%[46.1 µM] | -7% | -3 | ? | 4% | 3 | 20% | 17 | 4 | 3%
COCC(=O)N(Cc1cc2cc(OC)ccc2[nH]c1=O)c1ccccc1 | -2% | -5% | 6 | 23% | -1% | -6 | -1% | 0 | 3 | -2%
Cc1ccsc1CN(C)C(=O)CN1C(=O)NC2(CCCCC2C)C1=O (centres undefined) | -6% | -13% | 7 | 2% | 3% | 1 | 0% | 0 | 15 | -2%
COC(=O)c1ccc(N2CCN(C(C)=O)CC2)c(NC(=O)COc2ccccc2C)c1 | 2% | -9% | -18 | ? | 0% | 2 | 6% | 11 | -3 | 2%
CCCCN(C(=O)NC(=O)Nc1cccc(C)c1C)S(C)(=O)=O | 0% | -1% | -7 | 16% | -2% | 13 | 1% | 2 | 1 | -1%
CCOc1ccc(S(=O)(=O)Nc2cccc(OC)c2)cc1 | 0% | -33% | 8 | ? | -5% | -7 | 4% | 1 | 0 | 0%
COc1ccc(S(=O)(=O)N(CC(=O)N/N=C/c2cccs2)c2cc(C)cc(C)c2)cc1OC | nt | 7% | 1 | ? | -6% | 1 | -1% | 1 | -95* | -1%
COc1ccc(CCNC(=O)c2cnn(-c3ccc(C)c(C)c3)c2NC(=O)c2ccco2)cc1OC | nt | nt | nt | nt | nt | -13 | -4% | 0 | 3 | nt
CCc1ccc(NC(=O)NNC(=O)c2ccc3ccccc3c2O)cc1 | 1% | 6% | -1 | 11% | -7% | 0 | 1% | -3 | 10 | 1%
COc1ccc(CCn2c(=N)c(S(=O)(=O)c3ccc(Cl)cc3)cc3c(=O)n4ccccc4nc32)cc1 | 1% | 5% | 0 | ? | -3% | -1 | 1% | 27 | -5 | 0%
O=C(COC(=O)CC1CC2CCC1C2)NC(=O)NC1CCCC1 (centres undefined) | 6% | -13% | -10 | 0% | 1% | 1 | 0% | 18 | 12 | -5%
Cc1ccc2c(c1)C1CN(C)CCC1N2C(=O)c1ccccc1NS(=O)(=O)c1ccc(F)cc1C (centres undefined) | 3%[46.1 µM] | -6% | 3 | 1% | 2% | 13 | -5% | 3 | -6 | 0%
CC(C)NS(=O)(=O)c1ccc(Br)c(C(=O)OC(C)C(=O)NC2CCCCC2C)c1 (centres undefined) | -117% | 3% | 10 | -19% | -3% | -11 | 4% | 12 | 9 | 2%
Cc1ccc(C)c2sc(NC(=O)c3nc4ccccc4s3)nc12 | 1% | 4% | 2 | -3% | 1% | -18 | -3% | 0 | 0 | 1%
Cn1c2ccccc2c(=O)c2ccc(C#CC3(N)CCCCC3)cc21 | 7% | -16% | 0 | ? | ? | -5 | -5% | 2 | 9 | -7%
CC(C)(C)C(=O)NNC(=O)c1cnccn1 | -4% | 9% | 8 | -4% | -8% | 6 | 3% | -2 | 2 | 9%
O=C(Nc1ccc(F)cc1F)Nc1sccc1-c1nc2ccccc2s1 | 1% | -19% | -14 | -25% | 21% | -4 | 2% | 1 | 4 | -2%
O=c1c2c(n3nnnc3n1-c1ccccc1)-c1ccccc1CC21CCCC1 | -2% | 7% | -1 | 14% | 1% | 15 | -3% | 8 | -8 | -1%
Cc1cc(OCC(=O)Nn2cnnc2)c(C)cc1Br | 4% | 7% | 3 | 16% | 5% | -3 | -9% | -1 | 4 | 0%
Cn1c(=O)n(Cc2ccccc2F)c(=O)c2c1nc1n2CCN1Cc1ccco1 | 2% | 4% | -4 | ? | 8% | -11 | 16% | ? | 6 | 1%
CCc1cc2ccc(C)cc2nc1SCC(=O)c1ccc(NC(C)=O)cc1 | 2% | 8% | -5 | 2% | 5% | 9 | -6% | 12 | -23 | 0%
CCn1nnc(NC(=O)CSc2ccc(Cl)cc2)n1 | nt | -1% | -2 | 7% | 7% | -7 | -5% | 1 | 1 | 2%
N#CCSc1ccc2nc(-c3ccccc3)cn2n1 | 8% | -5% | -3 | ? | 9% | -6 | 26% | -1 | -1 | 2%
COC(=O)c1ccc(NC(=O)COc2cccc3c2OC(C)(C)C3)cc1 | 3% | -28% | -2 | ? | -2% | 5 | 25% | -1 | 2 | 0%
O=C(Nc1ccon1)c1cc(-c2ccccc2)nc2ccccc12 | 0%[46.1 µM] | -6% | -2 | -24% | 2% | 16 | 7% | -2 | -5 | -1%
Cc1ccc(C(=O)Nc2nc(C)c(C(=O)Nc3ccc4c(c3)CCC4)s2)cc1 | 7%[46.1 µM] | 5% | -1 | ? | -2% | 24 | 9% | ? | nt | 4%
COCCNc1cnn(-c2ccccc2)c(=O)c1Cl | -2% | 0% | -122* | ? | 6% | 8 | 3% | -5 | 25 | -1%
Cc1ccc(S(=O)(=O)NCC2CCC(C(=O)N3CCOCC3)CC2)cc1 (centres undefined) | 12% | 3% | -16 | 13% | 24% | -1 | 8% | 23 | 0 | 1%
